# Bioassay records: PubChem BioAssay, several laboratories
# HCV NS3 hel inh: HCV NS3 helicase inhibition. 0.56% of 290,000 active. inhibition, % at 10.9 µM. NS3 helicase DNA unwinding, Cy5 molecular beacon fluorescence;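 active means inhibition above the mean of all tested compounds plus 3 SD, set per campaign, cut at about 35% in these data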;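 further: 0% = DMSO wells and 100% = thioflavine S control wells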
#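 assay system = NS3 helicase fragment of HCV | buffer or medium = MOPS pH 6.5, MgCl2, DTT, Tween20, BSA | timing = 60 min unwinding reaction at 25 °C after ATP addition | signal = Cy5 beacon fluorescence read at start and 1 h | read-out basis = % inhibition of unwinding | control set = low DMSO, high thioflavine S at 110 µM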
# UBC9 SUMO inh: blocks human SUMOylation mediated by UBC9; P63279; inhibition, % at 35 µM; 0.36% of 290,000 active; HTRF SUMOylation assay, SAE1/SAE2 + UBC9, in vitro; in the data active means inhibition above about 50%, passing the limit was not always enough; further: strong numbers were not always called active
# Target sequence (P63279 whole entry, looked up): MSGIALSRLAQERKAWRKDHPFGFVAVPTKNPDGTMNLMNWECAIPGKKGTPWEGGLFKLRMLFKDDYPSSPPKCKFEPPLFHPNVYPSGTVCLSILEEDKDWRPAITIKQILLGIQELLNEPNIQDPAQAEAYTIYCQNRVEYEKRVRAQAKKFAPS
# VIM-2 inh: inhibitors of Pseudomonas aeruginosa VIM-2 metallo-beta-lactamase; 0.89% of 290,000 active; inhibition, % at 5.6 µM; AID 1527; purified VIM-2, nitrocefin hydrolysis, epi-absorbance fluorescence;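 active means inhibition above the mean of all tested compounds plus 3 SD, cutoff set per screening run, cut at about 7.5% in these data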;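 further: red hydrolysis product quenches plate fluorescence so inhibitors raise well fluorescence; 0% = enzyme with DMSO and 100% = DMSO without enzyme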
# IMP-1 inh: inhibitors of Pseudomonas aeruginosa IMP-1 metallo-beta-lactamase; purified IMP-1, nitrocefin hydrolysis, epi-absorbance fluorescence; inhibition, % at 5.6 µM; 0.45% of 290,000 active; AID 1556;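 active means inhibition above the mean plus 3 SD of all compounds in the same screening run, cut at about 4.5% in these data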;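 further: 0% = IMP-1 with DMSO and 100% = DMSO wells lacking enzyme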
#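 Assay system: purified recombinant IMP-1 beta-lactamase. Input: IMP-1 0.2 nM before substrate addition. Buffer or medium: Zinc- and detergent-supplemented HEPES buffer, pH 7.1. Schedule: 25 °C, 15 min preincubation, 25 min reaction. Signal: Epi-absorbance fluorescence, 480 nm excitation, 530 nm emission. Evaluation: percent inhibition from optical density relative to buffer-blank wells.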
# IDE inh: inhibits human insulin-degrading enzyme in HEK cells; P14735; FAbetaB cleavage, fluorescence polarization; inhibition, % at 5.59 µM; 0.41% of 320,000 active; AID 434962;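 active means percent inhibition above the average of all tested compounds plus 3 SD, set per screening campaign, cut at about 16% in these data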;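 further: IDE supplied by intact live HEK cells; FP after avidin binding of uncleaved biotin substrate so inhibition keeps polarization high; 0% = DMSO wells and 100% = 60 µM reference IDE inhibitor Ii1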
# IDE cell activ: IDE (human) activation, cell-based | P14735 | HEK cells, FAbeta-B cleavage, fluorescence polarization; 0% vehicle, 100% cell-free pure enzyme wells | activation, % at 5.96 µM | 0.073% of 340,000 active;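 active means activation above the mean of all tested compounds plus 3 SD, set per screening campaign, cut at about 17% in these data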
# CRFR2-BP antag: CRF-BP/CRF-R2 complex antagonism | inhibition, % at 11.8 µM | 0.59% of 350,000 active | HEK293 CRF-R2/CRF-BP, CRF-induced calcium fluorescence;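 active means inhibition of the ligand-induced calcium signal above about 50% at the single tested concentration, limit read from the data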
# pCIP destab: compounds decreasing mouse p/CIP protein stability. Q05BA5. 0.01% of 290,000 active. F442A p/CIP-EGFP cells, EGFP fluorescence, 16 h. decrease of EGFP signal, % at 10 µM;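 active means EGFP signal decrease of at least 30% at 10 µM or well 3 SD below plate mean, unless failing retest; inactive means the rest, including hits failing retest or dose response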; further: some compounds called inactive have numbers as strong as hits; many of its hits are not listed in these tables
# GalR3 antagonist: blocks the human galanin receptor 3; 0.44% of 360,000 active; O60755; inhibition, % at 3 µM; HEK293 GalR3-CNG cAMP membrane potential fluorescence; galR3 body fused to GalR1 C-terminus;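 active means inhibition above the screen-wide average plus 3 SD, cut at about 13% in these data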;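 further: forskolin and galanin both at EC90 stimulate the cells; cAMP rise reported by CNG channel membrane potential dye signal; 0% = forskolin plus galanin with DMSO and 100% = forskolin alone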
# Target sequence (O60755 1-299 limits assumed): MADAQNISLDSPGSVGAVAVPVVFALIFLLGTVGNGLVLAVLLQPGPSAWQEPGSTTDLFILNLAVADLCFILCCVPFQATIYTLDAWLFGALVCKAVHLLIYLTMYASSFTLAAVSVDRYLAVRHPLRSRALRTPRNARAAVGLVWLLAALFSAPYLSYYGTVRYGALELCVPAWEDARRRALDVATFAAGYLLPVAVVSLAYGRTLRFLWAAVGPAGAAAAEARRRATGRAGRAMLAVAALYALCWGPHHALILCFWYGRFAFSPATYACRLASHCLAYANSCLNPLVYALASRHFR
# * = called active by the depositor; / = no result given. An unsorted share of the library, and some 3.2% of all compounds hit somewhere here.
cpd	HCV NS3 hel inh	Structure	UBC9 SUMO inh	VIM-2 inh	IMP-1 inh	IDE inh	IDE cell activ	CRFR2-BP antag	pCIP destab	GalR3 antagonist
1	-10	Cn1c(CCN2CCN(c3ccc(F)cc3)CC2)nc2cc(NC(=O)c3ccco3)ccc21	8	-2.5	-4.0	2	3	-1	-10	-6
2	1	CCc1nnc(NC(=O)CCN(c2ccc(C)cc2)S(=O)(=O)c2ccccc2)s1	2	-0.9	-1.4	-7	1	-20	2	-3
3	-6	CCN(CC)CCC(=O)c1ccc(F)cc1	10	0.2	-0.9	-2	4	-9	-4	-5
4	18	Cc1c(Br)cc(C(=O)NCc2ccco2)c(C)c1C	20	-2.3	-2.8	9	-4	25	-10	-4
5	3	COc1ccc(OC)c(S(=O)(=O)N2CCC(C(=O)NCc3ccncc3)CC2)c1	-4	-0.9	-1.9	0	1	5	-9	-7
6	23	CC(C)OC(=O)CSc1nnc(-c2ccc(C(C)(C)C)cc2)n1N	2	-4.0	-7.0	6	-4	-7	8	2
7	-1	Cc1ccc(-c2c(C)sc3ncn(CC(=O)N4CCOCC4)c(=O)c23)cc1C	-6	-2.9	-2.7	8	-5	-9	11	-1
8	-9	CC1CC(=O)N(CC(=O)Nc2ccc(F)cc2)c2ccccc2S1(=O)=O (stereo not drawn)	1	-2.2	-3.4	-2	1	6	4	3
9	-21	Cc1nc(SCC(=O)O)n[nH]1	15	-3.2	-1.3	-3	-2	8	-4	-2
10	-4	Cc1cc(Nc2cccc(C(F)(F)F)c2)n2nc(C)nc2n1	6	3.7	-0.4	1	3	1	-6	5
11	9	CCc1ccc(Nc2oc(C)cc(=O)c2C(C)=O)cc1	19	-4.0	-3.5	0	-3	-6	3	-5
12	-5	O=C(NCCCN1CCOCC1)c1cc2c(s1)CCCC2	5	-1.1	-0.5	2	-3	-7	2	-1
13	/	O=S(=O)(c1ccc(SCc2ccccc2)nc1)N1CCCCC1	/	/	/	2	-7	25	/	-2
14	-3	C=CCNC(=S)/C(=C(/[O-])c1ccc([N+](=O)[O-])cc1)[n+]1ccccc1	10	-1.8	-2.5	-10	-3	3	-8	-5
15	-65	CCc1ccc(OCC(O)CN2CCC(CN3C(=O)c4cccc5cccc(c45)C3=O)CC2)cc1 (stereo not drawn)	-3	-1.6	-3.8	-1	-3	-11	-3	-3
16	4	O=C(c1cc(-c2ccc(F)cc2)on1)N1CCOCC1	0	-2.4	0.0	-6	5	4	3	-9
17	-3	COc1ccc(NC(=O)C/C(C)=N/NC(=O)c2cnccn2)cc1	-1	-2.6	-3.2	0	3	-19	-12	-2
18	9	COc1ccc(NC(=O)CCc2ccc(OC)c(OC)c2)cn1	2	-2.7	-4.7	2	4	8	2	-10
19	-14	CCOC(=O)c1ccc(N2CCN(c3cc(C)ccc3C)CC2)c(N)c1	-12	-3.6	-5.7	4	-2	-1	-4	-12
20	4	Cc1nc2c(cc1C(=O)N/N=C/c1ccc(O)c(O)c1)c(=O)n(C)c(=O)n2C	3	-2.6	-4.0	0	-2	26	4	-2
21	-12	CSc1ncccc1C(=O)Nc1ccc(F)c(F)c1F	-10	2.0	-1.6	-3	1	31	0	-1
22	10	Cc1oc(-c2ccc(C(F)(F)F)cc2)nc1CN(Cc1ccccn1)C[C@@H]1CCC(=O)N1	6	-3.2	-2.5	2	4	2	2	-5
23	-67	CCOc1ccc(-c2cc(C(=O)NCCCN3CCCC3)c3ccccc3n2)cc1	/	-4.0	-2.2	7	-1	-11	-10	-8
24	-2	c1ccc(N2CCN(c3ncnc4scc(-c5cccs5)c34)CC2)cc1	-9	-3.0	-1.8	2	4	-3	-14	5
25	12	CC(=O)Nc1ccc(S(=O)(=O)N2CCN(C(=O)N3CCCCC3)CC2)cc1	8	-0.1	-1.7	-2	0	12	-10	-10
26	-2	CCC(=O)OCc1c(C(F)(F)F)nn(C)c1Sc1ccc(F)cc1	13	-2.8	-2.3	4	2	51*	-5	-6
27	5	COc1ccccc1NS(=O)(=O)c1cccc(NC(=O)c2cc3ccccc3oc2=O)c1	-10	-1.9	-1.6	3	-2	-5	-12	-8
28	8	COc1ccc(-c2c(C#N)c(SCc3c(C)noc3C)nc3c2C(=O)CC(C)(C)C3)cc1	0	-1.9	-3.2	3	4	5	5	-6
29	-5	O=C(COc1ccc(F)cc1)Nc1nc2c(s1)CCCC2	-18	-2.9	-3.0	4	2	-13	24	-4
30	-2	Cc1ccc(NC(=O)C(C)OC(=O)/C=C/c2ccccc2)cc1 (stereo not drawn)	6	-2.1	-3.4	9	0	1	-4	-4
31	3	Cc1nc(SCC(=O)NCc2cccs2)nc(C)c1C	-10	-1.0	-1.2	-1	3	-5	-16	1
32	6	COC(=O)/C(=C\Nc1cccc(Cl)c1C)c1ncc(C(F)(F)F)cc1Cl	9	-2.3	-5.1	-3	-1	-17	6	0
33	/	Cc1ccc(-c2cc(C(=O)NNC(=O)c3csc(N4CCOCC4)n3)c3ccccc3n2)cc1	/	/	/	-4	3	4	/	-7
34	-10	Cc1ccc(C(=O)Oc2ccc(C(=S)N3CCOCC3)cc2)cc1	-19	-0.7	-0.3	2	-4	6	0	-7
35	13	Cc1cccc(NC(=S)/N=C(\N)Nc2nc(C)c3cc(C)ccc3n2)c1	-30	-1.8	-4.5	5	2	-5	-5	-5
36	15	N/C(=N\OC(=O)CCCN1C(=O)c2ccccc2C1=O)c1ccccn1	8	-1.6	-2.5	7	7	-2	0	-6
37	5	O=C(Nc1ccc(-c2noc(-c3ccccc3F)n2)cc1)c1cccs1	8	-0.7	-2.6	2	5	-22	-6	1
38	2	COc1ccc(/C=C(/NC(=O)c2ccccc2)C(=O)N2CCCCC2)cc1OC	24	0.7	-0.7	-9	5	25	-16	4
39	-7	O=C(CNC(=O)c1ccccc1F)N/N=C/c1ccco1	8	-2.0	-1.8	2	4	-8	-3	-9
40	0	Cc1ccc(C(C(=O)NC2CCCC2)N(C(=O)c2csnn2)C2CCCC2)o1 (stereo not drawn)	10	-2.5	-2.3	1	-1	-7	-9	-1
41	3	CN1/C(=C/C(=O)c2nc(S(C)(=O)=O)ncc2Cl)C(C)(C)c2ccccc21	-6	-0.1	-0.9	4	0	-35	-4	/
42	-3	CCCS(=O)(=O)c1nc(S(=O)(=O)c2ccc(C)cc2)c(NCCN2CCOCC2)s1	6	-1.5	-5.3	0	-3	22	0	1
43	22	O=C(CC(C(=O)O)c1cccc(Cl)c1Cl)c1ccccc1 (stereo not drawn)	-1	15*	1.5	-3	4	16	2	-11
44	-3	CCc1cccc(C)c1NC(=O)CN1C(=O)c2ccccc2S1(=O)=O	5	-1.7	-4.2	4	3	0	-7	-1
45	0	O=C(CCc1ccccc1)Nc1ccc(S(=O)(=O)N2CCOCC2)cc1	11	-1.3	-3.3	0	3	-20	-14	-8
46	-5	CCOC(=O)c1nnsc1Nc1ccc(C)c(C)c1	-2	-3.4	-3.9	-4	2	0	-2	-7
47	3	c1ccc(CSc2ncnc3sccc23)cc1	-6	-2.7	-5.1	0	-3	11	12	-6
48	-4	CN(CC(=O)Nc1ccccc1Cl)C1CCCCC1	-3	-1.7	-4.4	0	2	-16	-2	-7
49	3	O=[N+]([O-])c1ccc(F)cc1OCc1nc(-c2cccs2)no1	-4	-3.6	-2.2	/	10	-1	2	6
50	-15	CCOC(=O)C1=C(C)OC(N)=C(C#N)C1c1cc(SCC)oc1C (stereo not drawn)	9	-2.0	-0.8	4	3	-13	-1	0

# Following part.
cpd	HCV NS3 hel inh	Structure	UBC9 SUMO inh	VIM-2 inh	IMP-1 inh	IDE inh	IDE cell activ	CRFR2-BP antag	pCIP destab	GalR3 antagonist
51	2	COC(=O)CSc1nc2[nH]ncc2c(=O)[nH]1	17	-0.4	-2.1	-7	2	6	-7	-4
52	6	COc1ccc(CNCc2ccncc2)cc1OC	14	-1.1	-4.1	0	1	3	-12	-12
53	-19	C/C(=N/NC(=O)c1cn(-c2cccc(C)n2)cn1)c1ccc(C)cc1	-20	-6.8	-1.0	7	1	-2	-12	0
54	-23	COc1cccc(NC(=O)CC2Oc3ccccc3NC2=O)c1 (stereo not drawn)	12	-2.8	-4.6	-5	-1	-32	-4	-10
55	5	S=C1NC2=C(CCCC2)C2(CCCCC2)N1	-15	-1.4	-2.0	-2	1	-14	-9	1
56	1	CCS(=O)(=O)N1Cc2ccccc2CC1C(=O)Nc1nc2c(C)cccc2s1 (stereo not drawn)	-16	0.2	-3.8	7	4	-3	-3	-13
57	-28	O=C(Cc1ccccc1)Nc1ccc(N2CCCC2)cc1	23	-2.8	-3.0	-3	7	4	-8	-2
58	5	CCOC(=O)C1CCCC(NS(=O)(=O)c2ccc(NC(C)=O)cc2)C1 (stereo not drawn)	10	-3.0	-2.5	4	1	7	-8	-3
59	/	CCN(C[C@H]1N[C@@](CC)(C(=O)OC)[C@H]2C(=O)N(Cc3ccccc3)C(=O)[C@@H]12)C(=O)C1CCCCC1	/	/	/	1	2	4	/	3
60	18	CCOc1cc(C)ccc1OCc1nnc(SCC(=O)Nc2cccc(C(=O)O)c2)n1-c1ccccc1	10	-2.4	-5.4	10	4	8	-1	-6
61	/	O=C(c1cccc(S(=O)(=O)N2CCOCC2)c1)N1CCC(Cc2ccccc2)CC1	/	/	/	3	-3	-2	/	-3
62	2	COc1ccc2cnn(-c3ccccc3C)c(=O)c2c1OC	28	-3.0	-2.2	-3	7	5	-10	-4
63	/	CCc1ccc([C@@H]2CC=C(C(=O)O)[C@H](c3ccc(C(C)(C)C)cc3)N2S(=O)(=O)c2ccc(C)cc2)cc1	/	/	/	-3	1	50*	/	-10
64	-5	O=C(CC1C(=O)NCCN1CC(c1ccccc1)c1ccccc1)NCCc1cn[nH]c1 (stereo not drawn)	-20	-3.1	-1.9	1	16	13	-9	13*
65	1	OCC[C@@H]1C[C@@H](O)[C@H](O)[C@@]2(CCc3ccccc3CO2)O1	8	-0.3	-1.1	3	7	7	-4	-3
66	0	COc1ccccc1CNC(=O)C1Cc2ccccc2C(=O)O1 (stereo not drawn)	22	-0.6	-2.5	7	1	4	2	-5
67	7	O=C(NCCc1csc(-c2ccccc2)n1)c1cccs1	-4	-1.3	-0.2	1	2	3	-3	/
68	13	COc1cc(/C=C2\N=C(C)OC2=O)cc(Cl)c1OC(C)=O	-15	-2.5	-2.6	4	1	-1	-5	-9
69	-2	COc1cc(Nc2ncnc(N)n2)cc(OC)c1OC	14	-2.2	-0.7	-3	1	-8	2	4
70	-3	O=S(=O)(NCc1cccnc1)c1ccc(Cl)nc1	17	-0.6	-0.7	7	3	-19	-5	1
71	3	O=C(NC1CCCCC1)c1cc(-n2cnnc2)ccc1Cl	-1	-2.9	-3.5	2	1	0	-74	-5

# Three of the entries above in order of their number in HCV NS3 hel inh, highest first.
nr	Structure	HCV NS3 hel inh
62	COc1ccc2cnn(-c3ccccc3C)c(=O)c2c1OC	2
70	O=S(=O)(NCc1cccnc1)c1ccc(Cl)nc1	-3
54	COc1cccc(NC(=O)CC2Oc3ccccc3NC2=O)c1 (stereo not drawn)	-23
